Screens: PubChem, The Scripps Research Institute Molecular Screening Center
GPR151 activ: human GPR151 activation; actives 1% (n = 650,000); activation, % at 11.2 µM; PathHunter beta-arrestin GPR151 cells, luminescence; Q8TDV0; AID 1508602; in the data active = activation above about 4.9%;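 also: 0% = median of compound wells and 100% = cells with positive control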
FBW7 activator: human FBW7 E3 ligase activation, primary screen | AlphaScreen FBW7–phospho-cyclin E peptide binding, activator screen | Q969H0 | normalized activity (activation), % at 26.1 µM | AID 1259310 | actives 0.13% (n = 650,000); in the data active = normalized activity above about 1.9%;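 also: purified mutant Fbw7 with reduced substrate affinity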
Target sequence (Q969H0 whole entry, looked up): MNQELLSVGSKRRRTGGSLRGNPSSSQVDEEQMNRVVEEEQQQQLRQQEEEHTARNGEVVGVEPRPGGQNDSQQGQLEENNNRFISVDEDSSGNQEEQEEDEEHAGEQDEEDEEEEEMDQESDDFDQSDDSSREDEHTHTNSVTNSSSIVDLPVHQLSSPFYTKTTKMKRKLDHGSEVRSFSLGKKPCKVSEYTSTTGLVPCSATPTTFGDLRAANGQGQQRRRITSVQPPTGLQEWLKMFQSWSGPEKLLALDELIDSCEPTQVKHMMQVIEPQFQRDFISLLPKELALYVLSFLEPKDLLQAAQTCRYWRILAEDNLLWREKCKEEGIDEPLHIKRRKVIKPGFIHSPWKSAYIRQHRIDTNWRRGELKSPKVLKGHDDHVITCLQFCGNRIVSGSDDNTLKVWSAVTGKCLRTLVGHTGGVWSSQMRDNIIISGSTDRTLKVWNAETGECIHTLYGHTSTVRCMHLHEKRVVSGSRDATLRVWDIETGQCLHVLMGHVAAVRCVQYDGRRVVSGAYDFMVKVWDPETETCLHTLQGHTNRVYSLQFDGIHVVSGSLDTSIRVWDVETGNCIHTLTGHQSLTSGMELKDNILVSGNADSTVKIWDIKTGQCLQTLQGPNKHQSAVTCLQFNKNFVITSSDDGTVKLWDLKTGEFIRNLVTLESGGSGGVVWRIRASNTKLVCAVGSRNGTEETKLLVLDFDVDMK
MITF primary: human MITF inhibition, primary screen; O75030; AlphaScreen MITF homodimerization, bead proximity signal; inhibition, % at 2.6 µM; actives 0.91% (n = 650,000); AID 1259374; in the data active = inhibition above about 50%;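 also: 0% = vehicle wells with protein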
TEAD-YAP block: TEAD-YAP interaction inhibition. HEK-TIYL cells, TEAD-Gal4/YAP UAS-luciferase luminescence. inhibition, % at 9.12 µM. actives 1.4% (n = 640,000). AID 1259422; in the data active = inhibition above about 32%;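 also: 0% = median of test compound wells and 100% = reference inhibitor wells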
Numbers without * were called inactive. Rows are unselected; overall some 3.5% were active at least once.

SMILES | GPR151 activ | FBW7 activator | MITF primary | TEAD-YAP block
CC(=Nc1cccc([N+](=O)[O-])c1)C1=C(O)c2ccccc2C1=O | 0.6 | 0.1 | 10.2 | -2.7
Cc1ccc(C)c(NC(=O)C2C3C4CCC(C4)C23)c1 (configuration not stated) | 2.3 | -0.1 | 2.9 | -5.1
Cn1c(SCC(=O)CC(=O)Nc2ccccc2)nnc1-c1ccc(O)cc1 | -0.7 | -0.1 | 13.3 | -3.0
CC(C)C1C(=O)OC2(C)CC(C)(C)NC(=S)N12 (configuration not stated) | -2.2 | -0.1 | -6.2 | -6.3
Oc1c(C(c2cccnc2)N2CCCC2)ccc2cccnc12 (configuration not stated) | 0.0 | -0.2 | 65.4* | 9.2
COc1cccc(C(=O)NNC(=O)C(=O)Nc2ccc(OC)cc2OC)c1 | -0.3 | 0.0 | 12.4 | 0.8
Cc1ccc(Nc2nc(-c3ccccc3)c3cc(Cl)ccc3n2)c(C)c1 | -1.2 | 0.6 | 6.5 | -0.6
Cc1ccc2c(NC(=O)c3ccccc3F)noc2n1 | -1.6 | 0.2 | -7.6 | -10.3
Cc1ccc(Oc2cc(N3CCN(S(=O)(=O)c4ccccc4F)CC3)nc(C)n2)cc1 | 0.4 | 0.2 | 3.7 | 8.4
CCN(CC)S(=O)(=O)c1cccc(NS(=O)(=O)c2ccc(F)c(F)c2F)c1 | -2.2 | 0.4 | 8.9 | 7.8
Cc1ccc(C)c(NC(=O)c2sc3nc(C)[nH]c(=O)c3c2C)c1 | -1.6 | -0.1 | 12.4 | -2.3
COc1cccc(-c2nn(-c3ccccc3)cc2/C=N/O)c1 | 2.1 | -0.1 | -6.4 | -13.9
CCC(=O)N[C@@H]1c2ccccc2C2(CCN(Cc3ccn[nH]3)CC2)[C@H]1OCCOC | -0.2 | -0.1 | 3.0 | 1.2
CCC(=O)N1CCN(c2ccc(NC(=O)COc3ccc(C(C)(C)C)cc3)cc2)CC1 | -0.5 | -0.1 | 4.9 | 3.6
CCCNc1cc(NCCCN2CCCC2=O)ncn1 | 2.1 | 0.4 | 6.3 | -22.8
Cc1cc(I)ccc1NC(=O)c1sc2ncn(Cc3cccc(F)c3)c(=O)c2c1C | -0.4 | -0.1 | 3.0 | -4.2
C=CCn1cc(/C=c2/sc3n(c2=O)C(c2ccc(C(C)C)cc2)C(C(=O)OCC)=C(C)N=3)c2ccccc21 (configuration not stated) | -0.9 | -0.1 | -12.9 | -3.4
O=C(/C=C/c1ccc([N+](=O)[O-])cc1)Nc1ccccc1C(=O)Nc1cccc(C(=O)O)c1 | 4.9* | 0.3 | 1.0 | -6.1
C=CCn1c(SCC(=O)c2[nH]c(C)c(C(C)=O)c2C)nc2ccccc2c1=O | 1.7 | 0.1 | 11.3 | -5.7
CCC(C)N1C(=O)C2C(C(=O)Nc3ccc(Cl)c(Cl)c3)C3(C)C=CC2(O3)C1C(=O)NC1CCCCC1 (configuration not stated) | -1.5 | -0.2 | -10.9 | 8.2
COc1cccc(-n2cc(C(=O)NCCC(=O)Nc3ccc4c(c3)OCO4)c3ccccc3c2=O)c1 | -0.9 | 0.2 | 6.0 | 1.2
C/C(N)=C(/C#N)C(=O)COc1ccc(C)nc1[N+](=O)[O-] | -0.3 | 0.3 | 13.0 | 13.5
CC(C)COC(=O)c1ccc2c(c1)C(=O)N(c1ccc(Oc3ccccc3)cc1)C2=O | -0.2 | 0.1 | -1.2 | -11.8
CCn1c(N)c(C(N)=O)sc1=S | -1.6 | -0.1 | 12.8 | 3.2
Cn1c(-c2ccc(Cl)cc2)cnc1SCC(=O)Nc1ccccc1F | 2.2 | 0.0 | -2.4 | 0.7

One compound at a time (already shown).
Cn1c(-c2ccc(Cl)cc2)cnc1SCC(=O)Nc1ccccc1F is listed with GPR151 activ: 2.2; FBW7 activator: 0.0; MITF primary: -2.4; TEAD-YAP block: 0.7
Cc1ccc(Nc2nc(-c3ccccc3)c3cc(Cl)ccc3n2)c(C)c1 is listed with GPR151 activ: -1.2; FBW7 activator: 0.6; MITF primary: 6.5; TEAD-YAP block: -0.6
O=C(/C=C/c1ccc([N+](=O)[O-])cc1)Nc1ccccc1C(=O)Nc1cccc(C(=O)O)c1 is listed with GPR151 activ: 4.9*; FBW7 activator: 0.3; MITF primary: 1.0; TEAD-YAP block: -6.1

Some of these compounds in order of length of the SMILES, lowest first.
SMILES | GPR151 activ | FBW7 activator | MITF primary | TEAD-YAP block
CCCNc1cc(NCCCN2CCCC2=O)ncn1 | 2.1 | 0.4 | 6.3 | -22.8
Cc1ccc2c(NC(=O)c3ccccc3F)noc2n1 | -1.6 | 0.2 | -7.6 | -10.3
CC(C)C1C(=O)OC2(C)CC(C)(C)NC(=S)N12 (configuration not stated) | -2.2 | -0.1 | -6.2 | -6.3

2 entries from above, with each value named.
SMILES: Cc1ccc(Nc2nc(-c3ccccc3)c3cc(Cl)ccc3n2)c(C)c1
  GPR151 activ = -1.2; FBW7 activator = 0.6; MITF primary = 6.5; TEAD-YAP block = -0.6
SMILES: Cc1ccc2c(NC(=O)c3ccccc3F)noc2n1
  GPR151 activ = -1.6; FBW7 activator = 0.2; MITF primary = -7.6; TEAD-YAP block = -10.3

The results go on.
SMILES | GPR151 activ | FBW7 activator | MITF primary | TEAD-YAP block
COC(=O)NCCOc1ccccc1 | -0.2 | -0.1 | 8.1 | -5.5
COc1ccc(NC(=O)C2=C(C)NC(=O)NC2c2cccc(Br)c2)cc1 (configuration not stated) | 0.7 | 0.5 | 21.8 | -1.1
COc1ccccc1OCC(=O)Nc1cccc(N2Cc3ccccc3C2)c1 | -0.5 | 0.0 | -2.2 | -14.4
Cc1nc(N(CCC#N)CCC#N)sc1C(C)(C)C | 0.0 | 0.9 | 14.8 | -11.6
Cc1ccc(CN2CC34C=CC(O3)C(C(=O)NCc3ccc(F)cc3)C4C2=O)cc1 (configuration not stated) | 1.0 | 0.3 | 13.2 | 3.3
CCCCCCCC(=O)NNC(=O)c1cc([N+](=O)[O-])cc([N+](=O)[O-])c1 | -0.3 | -0.1 | 8.4 | 11.5
NC(=O)C1CCN(C(=O)c2ccc3c(=O)n(Cc4ccco4)c(SCC(=O)c4ccccc4)nc3c2)CC1 | -0.4 | -0.2 | -6.3 | 6.2
O=C(NCCN1CCOCC1)c1ccc(Cn2ncc3cc(Nc4ccccc4Cl)ccc32)cc1 | -0.5 | 0.1 | 11.0 | 1.2
COc1ccc(CN2CC(C(=O)NCCCN3CCCCCC3)CC2=O)cc1 (configuration not stated) | 0.3 | 0.1 | -13.0 | -0.6
COc1ccc(/C=C2\N=C(c3cc(C)ccc3[N+](=O)[O-])OC2=O)c(OC)c1 | 2.0 | 0.0 | 6.9 | -5.3
O=C(COc1ccccc1)N1CCSC1=NCc1ccccc1 | -1.6 | 0.2 | 4.2 | 3.2
O=C1COc2cc(-c3c(Nc4cccc(Br)c4)c(=O)c3=O)ccc2N1 | -0.1 | 0.7 | 10.4 | -3.5
O=C(NCCc1ccccc1)c1cc(-c2cccs2)on1 | -0.8 | -0.2 | 1.9 | -84.5
COC(=O)CSc1nnc(-c2ccco2)n1-c1cccc(OC)c1 | -1.1 | 0.1 | -21.3 | 4.4
COc1cc(/C=C2\SC(=S)N(CC3CCCO3)C2=O)ccc1O (configuration not stated) | 0.5 | -0.2 | -1.0 | 1.2
Cc1ccc(C2N=C(c3ccc4c(c3)OCO4)CC(c3cc(Br)ccc3O)N2)c(C)c1 (configuration not stated) | -0.3 | -0.1 | 39.1 | 7.8
Cn1nnnc1SCC(=O)NC(c1ccccc1)c1ccccc1 | 1.2 | 0.2 | 0.4 | 9.2
Cc1ccc(CSCCNC(=O)CN(c2cc(C)ccc2C)S(C)(=O)=O)cc1 | -0.7 | -0.1 | -13.8 | 6.9
c1ccc(Nc2nc(NCCOc3ccccc3)c3ncn(-c4ccccc4)c3n2)cc1 | 0.0 | 0.1 | -1.4 | -1.8
COCCNC(=S)Nc1ccc(Oc2ccccc2)cc1 | -0.7 | 0.3 | 1.8 | 6.1
O=c1cc(N2CCCC2)[nH]c(=O)n1-c1ccc(Cl)cc1 | -0.6 | 0.7 | 13.4 | -11.7
O=C(O)C1CCN(S(=O)(=O)c2ccc(Cl)c(C(F)(F)F)c2)CC1 | 0.3 | -0.1 | 2.5 | -4.7
Cc1ccc(Cl)cc1NC(=S)N(CCN1CCCCCC1)Cc1ccco1 | 0.1 | 1.0 | 10.1 | -2.9
COC(=O)c1ccc(CN2CCN(C/C=C/c3ccc(OC)cc3)CCC2=O)cc1 | 0.2 | 0.1 | 14.4 | 4.7
COc1cccc(NC(=O)Cn2ncc3c(=O)oc4ccccc4c32)c1 | -0.8 | -0.2 | -15.6 | -1.4

Copied from the list:
Result of COc1ccc(NC(=O)C2=C(C)NC(=O)NC2c2cccc(Br)c2)cc1 (configuration not stated) in FBW7 activator: 0.5
Result of O=C(NCCN1CCOCC1)c1ccc(Cn2ncc3cc(Nc4ccccc4Cl)ccc32)cc1 in TEAD-YAP block: 1.2
Result of COc1ccccc1OCC(=O)Nc1cccc(N2Cc3ccccc3C2)c1 in MITF primary: -2.2
Result of Cc1nc(N(CCC#N)CCC#N)sc1C(C)(C)C in FBW7 activator: 0.9
Result of COc1cccc(NC(=O)Cn2ncc3c(=O)oc4ccccc4c32)c1 in TEAD-YAP block: -1.4

Next structures.
SMILES | GPR151 activ | FBW7 activator | MITF primary | TEAD-YAP block
COc1cccc(C(=O)Nc2c(-c3ccccc3)nc3cc(C)ccn23)c1 | 3.0 | -0.1 | 1.6 | -6.0
O=C(Nc1cccc(F)c1)C1CC12CCN(CCO)CC2 (configuration not stated) | -0.1 | -0.1 | -11.7 | -5.1
O=C(CSc1nc2ccccc2s1)N/N=C1/CC(=O)c2ccccc21 | 1.5 | -0.3 | 1.3 | -14.7
COc1cc(C(=O)n2nc(-c3cccnc3)nc2NCc2ccco2)cc(OC)c1OC | -0.2 | 0.2 | 11.5 | -2.5
COc1ccccc1NC(=S)NC(=O)c1ccccc1F | 3.9 | -0.1 | 0.3 | -32.2
CN1CCN(C(=O)c2ccc(-c3ncc(C(=O)NCc4ccccc4)s3)cc2)CC1 | 1.2 | 0.0 | -10.1 | 6.2
O=C(NC(=S)NCc1ccco1)c1ccccc1[N+](=O)[O-] | 0.1 | -0.1 | -6.8 | 1.6
O=c1c2ccccc2[nH]c(=S)n1Cc1ccc(Cl)c(Cl)c1 | 0.9 | 0.2 | 2.1 | -3.4
COc1ccc(/C=N/NC(=O)c2nonc2C)cc1[N+](=O)[O-] | -0.6 | 0.2 | 20.0 | 8.7
C=CCC1(CC=C)CCCN1C(=O)CC1C(=O)NCCN1Cc1ccoc1 (configuration not stated) | 0.5 | -0.1 | -10.9 | -1.6
Cn1cnnc1SCC(=O)c1ccc(Cl)cc1 | 1.3 | 0.1 | 7.7 | -1.2
COc1ccc(CNS(=O)(=O)c2ccc3c(c2)SC(C)CN3C(C)=O)cc1 (configuration not stated) | 1.0 | 0.1 | 11.1 | 9.0
NC(=O)c1cc2ccccc2o/c1=N\NC(=O)c1ccco1 | 0.4 | 0.0 | -3.7 | 4.0
Cn1c2ccccc2c2cnn(CNC(=O)Nc3ccc(F)cc3)c(=O)c21 | 1.2 | -0.1 | -5.5 | 3.6
COc1ccc(NS(=O)(=O)c2ccc3c(c2)n(C)c(=O)n3C)cc1 | 0.1 | -0.2 | 3.4 | -3.1
CC1=C(C(=O)OCCOC(C)C)C(c2cc3c(cc2Br)OCO3)NC(=O)N1 (configuration not stated) | -1.4 | 0.0 | 7.9 | -0.1
N#Cc1ccc(NC(=O)COC(=O)c2ccc(N)cc2)cc1 | 0.4 | 0.1 | 8.2 | 3.2
c1ccc(CN2CCC(NCc3c[nH]c4ccccc34)CC2)cc1 | -1.4 | -0.1 | 61.9* | -3.3
CCN(CC)c1ccc(CN2CCc3nnc(CCNC(=O)C4CCC4)n3CC2)cc1 | -0.1 | 0.0 | 14.6 | 3.3
CCOC(=O)CSc1nnc2c(C)cc3ccccc3n12 | -1.2 | 0.1 | 3.3 | 1.0
CCCCN(CC)C(=O)C1c2ccccc2C(=O)N2CCc3ccccc3C12 (configuration not stated) | -0.1 | -0.1 | -9.0 | -2.9
COc1ccc(CNC(=O)CN2CCN(Cc3ccccc3C)C2=O)cc1 | -0.1 | 0.2 | 5.5 | 9.0
Cc1nn(C)cc1-c1nc2cnccn2c1NC1CCCCC1 | 0.0 | -0.1 | -11.2 | -16.5
O=C(N/N=C/c1ccccc1C(=O)O)c1cc2ccccc2cc1O | -1.3 | -0.1 | -12.4 | -1.1
O=C(CC(C(=O)O)N1CCOCC1)Nc1ccc(Cl)cc1Cl (configuration not stated) | -0.2 | -0.1 | -1.9 | 3.5
